TNAP act hi DEA: TNAP activators at high phosphate acceptor level, primary screen, biochemical, luminescence, uHTS; 200,000 tested, under 10 active; AID 1136, 2008; purified TNAP, CDP-star luminescence, 1 M DEA, 30 min; active compounds read high; 0 = EDTA background, 1 = DMSO-only activity; activation factor at 20 µM;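 active means activation factor at least 2 at 20 µM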
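Test system – human TNAP · Doses – 20 µM single point · Incubation – 30 min, room temperature · Signal – luminescent substrate turnover signal · Read-out basis – activation factor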
FLuc stim CS: FLuc activators, initial screening, artefact control for FLuc-dependent activation tests, biochemical, ATPlite luminescence. ATPlite luciferase biochemical, 10 min; 0 = ATP-free wells, 1 = DMSO control. Luciferin 4-monooxygenase (Photinus pyralis), P08659. 200,000 tested, under 10 active. AID 1027, 2008. activation factor at 10 µM;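 active means luciferase activation factor, scaled between plate controls, of at least 2 with compound at 10 µM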
Target sequence (P08659 whole entry, looked up): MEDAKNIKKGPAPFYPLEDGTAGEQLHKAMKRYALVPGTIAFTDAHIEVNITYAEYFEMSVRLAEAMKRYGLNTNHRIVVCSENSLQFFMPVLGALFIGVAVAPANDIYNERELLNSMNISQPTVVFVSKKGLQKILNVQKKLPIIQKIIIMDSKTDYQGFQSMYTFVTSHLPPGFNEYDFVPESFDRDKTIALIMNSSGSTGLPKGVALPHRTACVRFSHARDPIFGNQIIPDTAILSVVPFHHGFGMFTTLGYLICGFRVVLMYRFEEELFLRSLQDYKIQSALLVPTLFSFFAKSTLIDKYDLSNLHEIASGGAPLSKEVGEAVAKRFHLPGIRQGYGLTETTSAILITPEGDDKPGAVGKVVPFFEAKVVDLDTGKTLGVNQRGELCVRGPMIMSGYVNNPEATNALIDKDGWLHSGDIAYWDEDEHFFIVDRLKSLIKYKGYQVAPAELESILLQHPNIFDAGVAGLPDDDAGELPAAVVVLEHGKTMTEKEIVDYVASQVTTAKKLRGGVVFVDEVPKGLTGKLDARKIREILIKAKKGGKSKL
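System: luciferase plus luciferin reagent, cell-free; medium: PBS as buffer for the ATP substrate; dosing: test compounds dosed from 2 mM stocks in 100% DMSO; timing: 10 min post-reagent at room temperature; measured by: luminescence measurement of luciferase light output; evaluation: luciferase activation, seen as luminescence increase over controls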
NF-kB expr up: activators of NF-kB expression in neurons, primary screen, cell-based, HTS; human neuronal cells, NF-kB reporter expression; active compounds read high; fold change at 12.5 µM; 190,000 tested, 1.6% active; in the data active means fold change above about 3.3
TNAP inh noacc: human TNAP enzyme inhibitors, primary screen, biochemical, luminescent, no phosphate acceptor, uHTS | Alkaline phosphatase, tissue-nonspecific isozyme (Homo sapiens), P05186 | purified TNAP, CDP-star luminescence, 30 min | inhibition, % at 20 µM | 200,000 tested, 0.26% active | AID 1012, 2008;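 active means tissue-nonspecific alkaline phosphatase inhibition above about 50% at 20 µM in the single-dose screen, limit read from the data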;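 further: 0% = DMSO negative control and 100% = EDTA positive control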
bIAP act: bovine intestinal alkaline phosphatase activators, primary screen, biochemical, bovine IAP, CDP-star luminescence; purified bovine IAP, 30 min; active compounds read high; fold of DMSO-control signal, blank-subtracted; activation factor at 20 µM; 200,000 tested, 0.17% active; AID 1016, 2008;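 active means activation factor of 2 or more at 20 µM, a signal rise over negative controls twice the positive control's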
PMI activator: activators of human PMI, primary screen, biochemical, fluorescence intensity, near-Km mannose 6-phosphate | Mannose-6-phosphate isomerase (Homo sapiens), P34949 | purified human PMI, coupled resazurin fluorescence, 20 min; active compounds read high; 1 = vehicle control, 0 substrate-free wells | 190,000 tested, 0.005% active | AID 1214, 2008 | activation factor at 20 µM;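 active means activation factor of 2 or more at 20 µM, relative to plate controls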
Target sequence (P34949 whole entry, looked up): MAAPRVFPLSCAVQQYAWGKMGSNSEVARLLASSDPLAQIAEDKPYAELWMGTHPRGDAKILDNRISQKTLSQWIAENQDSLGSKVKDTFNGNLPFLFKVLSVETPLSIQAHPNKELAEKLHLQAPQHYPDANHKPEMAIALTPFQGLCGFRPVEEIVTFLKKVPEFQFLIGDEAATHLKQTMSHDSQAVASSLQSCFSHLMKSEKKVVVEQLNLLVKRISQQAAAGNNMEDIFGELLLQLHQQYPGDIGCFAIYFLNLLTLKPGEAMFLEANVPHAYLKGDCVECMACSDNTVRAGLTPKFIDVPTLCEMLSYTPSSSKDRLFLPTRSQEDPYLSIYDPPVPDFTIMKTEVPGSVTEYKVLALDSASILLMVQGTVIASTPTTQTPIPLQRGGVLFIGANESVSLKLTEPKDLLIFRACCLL
APP 5'UTR act: activators of APP 5'UTR luciferase reporter, primary screen, SH-SY5Y cells. SH-SY5Y APP 5'UTR luciferase reporter, luminescence; zero percent = DMSO vehicle wells. activation, % at 2 µM. 190,000 tested, 1% active. AID 1276, 2008;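 active means activation above a set limit, based on mean plus 3 SD of controls, cut at about 140% in these data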; further: values of inactives mirror those of a sister screen read the other way
TNAP inh hiacc: human TNAP enzyme inhibitors, primary screen, biochemical, luminescent, high phosphate acceptor level, uHTS | 200,000 tested, 0.03% active | AID 1135, 2008 | inhibition, % at 20 µM | purified TNAP, CDP-star luminescence, 1 M DEA | Alkaline phosphatase, tissue-nonspecific isozyme (Homo sapiens), P05186;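 active means over 50% inhibition of tissue-nonspecific alkaline phosphatase at 20 µM in the single-dose screen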;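 further: plate controls were DMSO wells for no effect and EDTA-quenched wells as full inhibition for full effect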
PMI act satM6P: human PMI activators, high substrate, primary screen, biochemical, fluorescence intensity, near-saturating mannose 6-phosphate; 190,000 tested, 0.34% active; activation factor at 20 µM; coupled PMI enzyme assay, resazurin fluorescence, 20 min; active compounds read high; 1 = untreated enzyme, 0 = substrate-free blank;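 active means activation factor of 2 or more at 20 µM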
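Test system: human PMI in coupled enzyme assay; Input: PMI at 15 ng/mL final; Medium: HEPES buffer, pH 7.4; Schedule: 20 min incubation at room temperature; Technique: resorufin fluorescence at Ex 544/Em 590 nm; Compound: 20 µM single dose; Probe or stimulus: Near-saturating mannose-6-phosphate, 1.0 mM.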
FLuc inhib CS: firefly luciferase enzyme inhibitors, primary screen, artefact control for luciferase-based inhibitor screens, biochemical, luminescence, ATPLite | Luciferin 4-monooxygenase (Photinus pyralis), P08659 | 10 min | inhibition, % at 10 µM | 200,000 tested, 1.5% active | AID 1006, 2008;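 active means inhibition above about 50% when tested at 10 µM, limit read from the data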
* = called active by the depositor; nt = no result given.

SMILES	TNAP act hi DEA	FLuc stim CS	NF-kB expr up	TNAP inh noacc	bIAP act	PMI activator	APP 5'UTR act	TNAP inh hiacc	PMI act satM6P	FLuc inhib CS
O=C(NCCc1ccccc1)c1ccc(-c2ccc(F)cc2)o1	1	1	0.98	-8	0.8	0.9	21	-4	1	-2
O=C(NCc1ccccc1)C1=C[C@H](C2CCCCC2)C[C@H](OCc2ccc(CO)cc2)O1	1.1	1	1	-6	0.9	0.8	-8	-9	0.9	-2
O=C(CC1C(=O)NCCN1Cc1c(F)cccc1Cl)NC1CCCC1 (configuration not stated)	1.1	1.1	1	-11	1	0.9	-12	-7	0.9	-7
CC(CCc1ccccc1)NC(=O)CNC(=O)COc1ccccc1 (configuration not stated)	1	1.1	0.97	9	1.1	1	-5	-4	1	-5
Cn1c(Cc2csc(N)n2)nnc1SCC(=O)NC1CCCCC1	1	1	0.95	-5	1.1	1	5	-3	0.9	3
O=c1cc(CSc2ccc(Cl)cc2)nc(-c2ccccc2)[nH]1	1	1.1	1.2	-1	1	1.1	-18	-2	1	-7
Cc1ccc(C(=O)CSc2nnc(-c3ccccc3)o2)cc1	1	1	1.1	-8	0.8	0.9	16	0	0.9	-2
COc1ccc2nc(NC(=O)Cn3cnc4c(=O)n(C)c(=O)n(C)c43)sc2c1	1.1	1	1	-8	0.8	1	12	-7	1.1	-3
CCn1c(SCC(=O)Nc2nccs2)nnc1-c1ccc(S(=O)(=O)N2CCCCC2)cc1	1	1	0.55	-6	0.9	0.8	15	-5	0.9	-4
CCn1c2ccccc2c2cc(NC(=O)CSc3nccc(=O)[nH]3)ccc21	1	1	0.78	-7	1	1	3	0	0.9	0
CCC(=O)NCCn1ccc2ccccc21	1	1.1	1	-8	0.8	1	-4	-3	1	-6
CC/C(=N\NC(=S)NC(C)C)c1ccc(OC)c(OC)c1	1	1.1	0.93	-9	1.2	1.1	9	-5	1.1	-8
Cc1cc(C)n(CC(O)Cn2cnc3c2c(=O)n(C)c(=O)n3C)n1 (configuration not stated)	1	1	1.1	-10	1	0.9	-10	-4	0.9	-2
O=C(CCC(=O)OCC(=O)c1ccccc1)NC1CCCCC1	1.1	1.2	0.96	-9	0.9	0.9	-10	-7	1	-16
O=C(NCc1ccccc1)c1ccc(Br)cc1Br	1	1	1.3	-16	1	0.9	25	-1	1	1
C=CCn1cnc2c(c1=O)c1nc3ccccc3nc1n2/N=C/c1cccc(OC)c1OC	1	1	nt	-10	1	1	nt	-4	1	-1
CCCn1c(=O)c(C(=O)NCc2ccc(OC)c(OC)c2)c(O)c2ccccc21	1	1	1.1	-9	1.1	1	-1	-4	1.1	0
CN1CCNC(=O)C1CC(=O)NCCc1ccccc1F (configuration not stated)	1	1.1	1.2	2	1	1	3	-4	1	-6
O=S(=O)(c1ccc2c(c1)OCCO2)N1CCC(O)(c2ccc(Cl)cc2)CC1	1	1.1	1.1	-10	0.9	0.8	8	-3	0.9	-6
CCOC(=O)N1CCN(S(=O)(=O)c2cc(Br)cc3c2N(C(=O)CC)CC3)CC1	1	1.1	0.92	-8	1	0.9	5	-2	0.9	-6
Cc1cc(C)cc(-n2c(C)cc(C=C(C#N)C#N)c2C)c1	1	1	1.1	-3	0.9	0.9	2	1	0.9	-4
COc1ccccc1Oc1ncnc2c1cnn2-c1ccccc1	1	0.8	3.1	-9	0.9	0.9	86	-3	0.8	15
CSc1nc(NCc2ccccc2)c2c3c(sc2n1)CN(C)CC3	1	1	1.5	2	1	0.9	7	-3	1	-1
CN(C1CCCCC1)S(=O)(=O)c1ccc2c(c1)c(=O)c(C(=O)N1CCc3ccccc3C1)cn2C	1	1	0.99	-4	1	1	15	-1	0.9	-4
O=C(CN(C(=O)Cn1nnc(-c2ccccc2F)n1)c1cnc2ccccc2c1)NCC1CCCO1 (configuration not stated)	1.1	1	1.2	-8	1.2	0.9	3	-7	0.9	-3
O=C(COc1cccnc1[N+](=O)[O-])NCCc1ccc(Cl)cc1Cl	1	1	0.89	5	1	1	18	-1	1	-4
O=C(COc1cccc2c1CCN(Cc1ccccc1F)C2=O)N1CCOCC1	1.1	1.1	1	-11	1	1.1	11	-7	1	-7
NS(=O)(=O)c1ccc(NC(=O)COC(=O)c2cn(-c3ccccc3)nc2-c2ccc(F)cc2)cc1	1	1.1	1.1	-10	0.9	1	-13	-5	0.9	-5
CCCc1cc(C(=O)Nc2cccnc2)no1	1	0.9	1.2	-12	0.9	1.1	-2	-5	1.1	15
N=c1oc2ccccc2cc1-c1nc(-c2ccc(Cl)cc2)cs1	1	0.8	1.2	0	1	0.9	0	3	0.9	16
COc1ccc(S(=O)(=O)C(C#N)c2nc3ccccc3nc2N2CCCCC2)cc1 (configuration not stated)	1.1	1.1	1.1	-9	0.9	1.1	24	-6	1.1	-9
Cc1ccc(CS(=O)(=O)CCC(=O)NCc2cccs2)cc1	1	1.1	0.98	6	1	1	-4	-2	1	-7
Cc1nn(-c2ccccc2)c(Cl)c1/C=N/NC(=O)c1ccc(CNc2ccccc2)o1	1.1	0.6	0.95	-5	1.1	1	4	-6	0.9	35
Clc1ccc(SCc2cc(-c3ccccc3)on2)cc1	1	1.1	1.4	-3	0.6	0.9	7	-3	0.9	-9
O=C(Cc1ccccc1)Nc1ccccc1CO	1	1	1	-7	1	1	-2	-5	1	-2
O=C(NNS(=O)(=O)c1ccccc1)C(O)(c1ccccc1)c1ccccc1	1	1	1.2	-2	1.1	1.1	42	0	1	-4
COCCn1nnnc1CN(CCc1ccccc1)Cc1cc2ccc(C)cc2[nH]c1=O	1.1	1.1	0.61	10	1	1	5	-6	1	-7
CN(C)CCCNC(=O)COc1ccc(Br)cc1Cl	1	1	0.9	-5	1.1	1.1	-10	1	1.1	-2
O=C(NCCCN1CCOCC1)c1cc2ccccc2oc1=O	1	1	1.1	-8	0.9	0.9	4	-1	1	-5
O=C(CN1C(=O)NC2(CCCCCC2)C1=O)Nc1ccc2c(c1)CCC2	1.1	1	1.2	5	1	0.9	25	-5	0.9	-3

Some entries already given with just TNAP inh hiacc and bIAP act.
structure | TNAP inh hiacc | bIAP act
Cc1cc(C)cc(-n2c(C)cc(C=C(C#N)C#N)c2C)c1 | 1 | 0.9
Cc1ccc(CS(=O)(=O)CCC(=O)NCc2cccs2)cc1 | -2 | 1
N=c1oc2ccccc2cc1-c1nc(-c2ccc(Cl)cc2)cs1 | 3 | 1

The main list resumes; the 3 compounds before the break are reprinted first.
SMILES	TNAP act hi DEA	FLuc stim CS	NF-kB expr up	TNAP inh noacc	bIAP act	PMI activator	APP 5'UTR act	TNAP inh hiacc	PMI act satM6P	FLuc inhib CS
CN(C)CCCNC(=O)COc1ccc(Br)cc1Cl	1	1	0.9	-5	1.1	1.1	-10	1	1.1	-2
O=C(NCCCN1CCOCC1)c1cc2ccccc2oc1=O	1	1	1.1	-8	0.9	0.9	4	-1	1	-5
O=C(CN1C(=O)NC2(CCCCCC2)C1=O)Nc1ccc2c(c1)CCC2	1.1	1	1.2	5	1	0.9	25	-5	0.9	-3
Cc1ccc(C)n1-c1ccc(-c2ccn[nH]2)cc1	1	0.6	1.7	-16	1.2	1	24	-3	0.8	38
Cc1ccccc1CN(c1ccc(C(=O)N2CCc3ccccc3C2)cc1)S(C)(=O)=O	1	1	0.65	1	1	0.9	-7	0	0.9	-1
CN(C)S(=O)(=O)CC12CCC(CC1=O)C2(C)C (configuration not stated)	1	1.1	0.9	-8	1	0.8	8	-1	1	-5
CCn1cc(C(=O)N2CCc3ccccc32)c(=O)c2cc(S(=O)(=O)N(C)C3CCCCC3)ccc21	1	1.1	0.36	-8	0.8	0.8	17	-4	1	-7
FC(F)(F)c1nc(-c2ccncc2)ncc1-c1nnnn1-c1ccccc1	1	1	0.83	-7	0.9	1.1	-4	-4	1	-3
COC(=O)C1=C(C)NC(C)=C(C(=O)OC)C1C(=O)OCC(=O)Nc1ccc(C(C)=O)cc1	1	1	1.1	-8	1.1	1.1	17	-2	1	0
COc1ccc(NC(=O)CNS(=O)(=O)c2cccs2)cc1	1	1.1	1.2	-11	0.9	1	35	-3	1	-5
Cc1ccc(CN2CCc3c(OCC(=O)Nc4cc(C)ccc4C)cccc3C2=O)cc1	1	1	0.75	-7	0.6	0.9	8	4	1	1
O=C(c1ccc(Cl)nc1)N1CCc2ccccc2C1	1	1	1.5	-4	1	0.9	-5	0	0.9	-2
CCOc1cccc(OCCCNCCCOC)c1	1.1	1.1	1	-10	1.1	1	17	-5	1.1	-6
Cc1cc(N2C(=O)C3C4c5ccccc5C(c5ccccc54)C3C2=O)no1 (configuration not stated)	1.1	1.1	0.77	-10	0.9	1	-9	-11	1	-6
CCC(C)NCCCCOc1ccc(Cl)cc1C (configuration not stated)	1	1	0.94	-6	1	1.1	8	-4	1.1	-1
COc1ccc(N2CCN(C(=O)c3ccc(NS(=O)(=O)c4cccs4)cc3)CC2)cc1	1	1	1.2	-13	1.1	0.8	0	-3	0.8	1
CCOC(=O)c1ccc2c(c1)n(CC)c(/C=C/N(C)c1ccccc1)[n+]2CC	1	1.1	0.55	14	0.8	0.8	-5	0	1	-5
Cc1cc(C(=O)OCC(=O)NC(C)(C)C)c2ccccc2n1	1	0.9	1	-3	1	1.1	3	2	1.1	5
COc1cc(/C=C/C(=O)OCC(=O)NC(=O)NC(C)(C)C)cc(OC)c1OC	1	1.1	0.86	-9	1.1	1	-6	-5	1	-7
CC(C)(C)n1nnnc1C(c1ccc(Cl)cc1)N(Cc1cccnc1)Cc1ccco1 (configuration not stated)	1.1	1.1	0.78	-10	1	0.9	-9	-5	0.9	-7
CCN1CCN(c2ncnc3c2c(-c2ccccc2)cn3-c2ccc(F)cc2)CC1	1	1	0.82	-7	1.2	1	3	-1	1	3
Cc1c(Cl)cccc1Nc1nc(N)nc(CN2CCCCCC2)n1	1	1	0.93	3	1	0.9	10	0	0.9	-1
Cc1ccc(C)c(NC2=NC3(CCCCC3)N=C(N)N2)c1	1.1	1.1	1.1	-44	1	1	9	-9	1	-8
O=C(NCc1ccccn1)C1CCN(S(=O)(=O)N2CCC3(CC2)OCCO3)CC1	1	1.1	1.2	-7	0.8	1	0	-2	1	-7
CCN1C(=O)S/C(=C/c2ccc(Oc3ccc([N+](=O)[O-])cn3)c(OC)c2)C1=O	1	1	0.59	-9	1.3	0.9	12	-1	0.8	-2
